Hsp70 displacement: Hsp70 inhibitors, probe displacement, primary screen, biochemical, fluorescence polarization (AID 583); Hsp70 fluorescence polarization probe displacement, mP; higher % means a stronger effect; Heat shock 70 kDa protein 1A (Homo sapiens); one-dose displacement, % at 20 µM; IC50 in µM for titrated hits; 140,000 tested, 0.06% active; in the data active means displacement above about 50%;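 further: plate controls were vehicle for no effect and reference ligand for full effect; a part of the inactive calls stands beside numbers as strong as those of hits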
MKP-3 inhibition: MKP-3 phosphatase inhibitors, primary screen, biochemical, rat enzyme, in vitro (AID 425) | Dual specificity protein phosphatase 6 (Rattus norvegicus) | 110,000 tested, 0.17% active | one-dose inhibition, % at 20 µM; IC50 in µM for titrated hits | recombinant MKP-3 phosphatase activity, fluorescence; higher % means a stronger effect; in the data active means inhibition above about 50%;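 further: plate controls were vehicle for no effect and reference inhibitor for full effect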
The depositor's hits bear a star; · = no result given; & = joins results of further samples. Not all compounds are listed; rates above refer to the full screens.

Each structure is followed by: Hsp70 displacement, MKP-3 inhibition
CNC(=O)c1c(NC(=O)c2ccccc2F)sc2c1CCCCC2
→ 5.4%, 8%
CCN(CC)CCCN1C(=O)C(=O)/C(=C(/O)c2ccc(C)cc2)C1c1ccccn1 (centres undefined)
→ -0.8%, -5%
O=c1n(Cc2ccc(Cl)cc2)c2cc([N+](=O)[O-])c([N+](=O)[O-])cc2n1Cc1ccc(Cl)cc1
→ 3.3%, 0%
O=C1NCCNC1(c1c[nH]c2ccccc12)C(F)(F)F (centres undefined)
→ -0.3%, -8%
CCCOC(=O)C1[C@H]2C(=O)N(CC3CCCO3)C[C@]23C=C[C@H]1O3 (some centres undefined)
→ -2.0%, -8%
Cc1cnn(-c2cc(N/N=C/c3ccc(O)cc3)ncn2)c1
→ 2.1%, -1%
C/C(Nc1ccccc1)=C(/C#N)C(N)=O
→ 3.2%, 4%
O=C(C1CC1)N1CCN=C1SCc1ccccc1Cl
→ 3.7%, 1%
CCOc1cccc(CNn2cnnc2)c1OCc1ccccc1Cl
→ 3.2%, ·
CC(=O)C1=C(Nc2ccc(C)cc2)CC(C)(O)C(C(C)=O)C1c1ccco1 (centres undefined)
→ -4.1%, -8%
O=C(Nc1ccc2c(c1)OCO2)N1CCN(C/C=C/c2ccccc2)CC1
→ -5.5%, -5%
CCCC(=O)Nc1nnc(Sc2ccc(N(C)C)cc2)s1
→ 0.5%, -6%
O=C(CSc1nccc(=O)[nH]1)Nc1ccc(Br)c(Cl)c1
→ 2.5%, -4%
Cc1ccc(S(=O)(=O)N2CCC(C(=O)N3CCC[C@H]3C(=O)NCc3ccco3)CC2)cc1
→ -2.0%, -2%
NC(=O)/C=C\C(=O)Nc1cccc(C(F)(F)F)c1
→ 2.3%, 1%
Clc1ccc(OCc2nn3c(C4CCCCC4)nnc3s2)cc1
→ -2.5%, 2%
COc1ccccc1NC(=O)COc1ccc(Cl)cc1
→ 4.5%, 1%
CCOC(=O)c1c(-n2c(C)cc(/C=C3\NC(=O)NC3=O)c2C)sc2c1CCCC2
→ -5.6%, 6%
COc1cc(C2C(C(=O)Nc3ccc(F)cc3)=C(C)Nc3nc(CCCO)nn32)cc(OC)c1OC (centres undefined)
→ 4.8%, 1%
CCn1c(SCC(=O)N2CCCC2)nc2c(c1=O)SC(C)C2 (centres undefined)
→ -0.8%, 2%
COc1cc(-c2nc3sc4c(c3c(=O)[nH]2)CCCC4)cc([N+](=O)[O-])c1O
→ 3.5%, -4%
CCCCOn1c(C)c(C(=O)OCC)c2c3no[n+]([O-])c3ccc21
→ -2.3%, -4%
CCOC(=O)CC(NC(=O)c1ccco1)c1ccc(C)cc1 (centres undefined)
→ -3.2%, ·
CC(C)C(c1nnnn1Cc1ccccc1)N(Cc1ccco1)Cc1cccs1 (centres undefined)
→ 2.9%, 0%
COc1ccc(NC(=O)Cc2ccccc2[N+](=O)[O-])cc1
→ 7.3%, 1%
CN1C(=O)C(=Cc2ccc(OCc3cccc(C(=O)O)c3)cc2)C(=O)N(C)C1=O
→ -1.7%, -1%
COC(=O)c1cc(S(=O)(=O)N2CCOCC2)c(N2CCOCC2)cc1N1CCOCC1
→ ·, -3%
Nc1c(C(=O)NCCN2CCOCC2)c2nc3ccccc3nc2n1-c1ccc2c(c1)OCO2
→ 4.7%, 5%
c1ccc(Nc2nnc(CSc3nc4ccccc4s3)s2)cc1
→ -1.6%, 3%
NC(N)=NS(=O)(=O)c1ccc(NS(=O)(=O)c2ccccc2)cc1
→ 7.1%, -2%
[O-][n+]1onc2c1CCc1nnc(-c3ccccc3)cc1-2
→ -0.6%, -4%
Cc1noc(C)c1C(=O)OCC(=O)Nc1ccccc1Oc1ccccc1
→ 0.4%, ·
COc1cccc(/C=c2\sc3nc(-c4cccs4)nn3c2=O)c1OC
→ 5.7%, -4%
O=C(Nc1cccc(NC(=O)C2CC3CCCC(C2)C3=O)n1)C1CC2CCCC(C1)C2=O (centres undefined)
→ 9.5%, -3%
CC(C)(C)c1ccc(C(=O)Nc2sc3c(c2C(N)=O)CCCCCC3)cc1
→ -0.7%, 2%
O=C1/C(=C\c2cccc(C(F)(F)F)c2)SC(=S)N1c1ccccc1
→ -3.9%, 3%
O=C(Nc1ccc(Cl)cc1)N1CCN(c2cccc(Cl)c2)CC1
→ -5.1%, 4%
Clc1ccc(CN2CCN(C3CCCC3)CC2)cc1
→ -2.6%, 5%
O=C(N/N=C/c1ccc(Br)cc1)c1cc(C23CC4CC(CC(C4)C2)C3)[nH]n1
→ -2.6%, 2%
C(=N\n1cnnc1)/c1cccs1
→ -0.6%, ·
Cc1cc(Cl)ccc1OCC(=O)Nc1ccc(OC(F)(F)F)cc1
→ -0.8%, 2%
O=C(OC1CCc2ccccc2C1=O)c1ccccc1O (centres undefined)
→ -7.2%, 20%
COc1ccc(NC(=O)C2CCN(S(=O)(=O)c3cccnc3)CC2)cc1Cl
→ 0.6%, 1%
CCn1c(COc2ccccc2C(N)=O)nc2ccccc21
→ 6.2%, -8%
Cc1cccc(N2C(=O)CC(N3CCN(c4cccc(Cl)c4)CC3)C2=O)c1 (centres undefined)
→ 2.0%, 1%
O=C(COc1ccccc1)N1N=C(c2ccc(Cl)cc2)CC1(O)C(F)(F)F (centres undefined)
→ -0.7%, -2%
Cc1cccc(C2Nc3ccccc3C(=O)N2c2ccccc2)n1 (centres undefined)
→ 2.0%, 0%
Cn1c(C(=O)N2CCN(c3cccc(C(F)(F)F)c3)CC2)cc2sccc21
→ -6.2%, -8%
O=C(c1cccs1)c1no[n+]([O-])c1C(=O)c1cccs1
→ 12%, ·
COC(=O)c1ccc(CN(Cc2ccc(C(=O)OC)o2)C(C)(C)C)o1
→ 3.0%, -7%
CCOc1ccccc1NC(=O)N1CCC(c2nc3ccccc3[nH]2)CC1
→ 1.1%, -11%
O=c1c2c(nc3n1CCCCC3)-c1ccccc1CC21CCCCC1
→ 0.7%, ·
CCC(=O)Nc1ccc(S(=O)(=O)N2CCCCCC2)cc1
→ 2.8%, -2%
Cc1ccc(S(=O)(=O)N2CCC(C(=O)Nc3ccc4c(c3)COC4=O)CC2)cc1
→ -4.2%, -12%
COc1ccccc1C(=O)Nc1ccc(I)cc1Cl
→ 4.3%, -5%
CCOc1ccccc1/C=N/NC(=O)CC1C(=O)NN=C1C (centres undefined)
→ 0.5%, 3%
COc1ccc(NC(=O)CSc2nc(-c3ccccc3)c(-c3ccccc3)o2)cc1
→ 3.7%, 2%
CC(O)CNc1nc2ccccc2n1CC(=O)NCCc1ccc(Cl)cc1 (centres undefined)
→ 0.0%, ·
Cc1cc(C)c(/C=N/n2cnnc2)cc1C
→ 2.4%, 0%
Cc1[nH]nc2c1C(c1ccc3c(c1)OCO3)C(C#N)=C(N)O2 (centres undefined)
→ 3.7%, -4%

The last 3 entries of the part before open the next one.
Each structure is followed by: Hsp70 displacement, MKP-3 inhibition
CC(O)CNc1nc2ccccc2n1CC(=O)NCCc1ccc(Cl)cc1 (centres undefined)
→ 0.0%, ·
Cc1cc(C)c(/C=N/n2cnnc2)cc1C
→ 2.4%, 0%
Cc1[nH]nc2c1C(c1ccc3c(c1)OCO3)C(C#N)=C(N)O2 (centres undefined)
→ 3.7%, -4%
CC(C)(C)C(=O)Cn1c[n+](N)cn1
→ 4.5%, 2%
Cc1cccc(C(=O)NCC2CCCO2)c1 (centres undefined)
→ -2.0%&-1.1%, -1%
O=C(Nc1nnc(-c2ccc3c(c2)CCCC3)o1)c1ccccc1Cl
→ 6.4%, -3%
C=CCN1C(=O)C2C(C(=O)NCc3ccccc3)C3C=CC2(O3)C1C(=O)NC(C)(C)C (centres undefined)
→ -6.5%, -8%
CCn1cc(S(=O)(=O)CC(=O)Nc2ccc(OC)cc2)c2ccccc21
→ -2.8%, -6%
Cc1ccc(-c2cc(NC(=O)COc3ccccc3)n[nH]2)cc1
→ 6.1%, -2%
Cc1cccc(NC(=O)/C(C#N)=C/c2ccc(-c3ccccc3[N+](=O)[O-])o2)c1
→ -1.4%, 3%
CS(=O)(=O)N1CCCC(C(=O)NCc2ccccc2Cl)C1 (centres undefined)
→ 2.3%, 0%
CC(=O)N1c2ccccc2Sc2ccccc21
→ -2.2%, -4%
Cc1ccc(N2CC(C(=O)Nc3ccc(C)c(C)c3)CC2=O)cc1 (centres undefined)
→ -4.4%, -2%
COC(=O)c1ccccc1NC(=O)c1ccc(COc2ccccc2)o1
→ 0.6%, -3%
O=C(c1cccs1)N1CCCC(c2nc(-c3ccc(F)cc3)no2)C1 (centres undefined)
→ 1.9%, 2%
O=C(Nc1ccccc1I)C1CC(=O)N(c2ccc(Br)cc2)C1 (centres undefined)
→ 0.7%, 0%
Cc1cccc(NC(=O)CSc2nc(C)nc3c2c(=O)n(C)c(=O)n3C)c1
→ 0.2%, -8%
c1cncc(-c2nc(N3CCOCC3)c3ccccc3n2)c1
→ -1.7%, ·
O=C(Nc1cccc2nsnc12)c1ccc(Br)o1
→ -1.4%, -3%
O=C(Nc1nnc(C23CC4CC(CC(C4)C2)C3)s1)c1cccs1
→ 4.0%, -1%
Cc1nn2c(-c3ccc(Cl)cc3Cl)nnc2s1
→ -0.8%, 0%
O=c1[nH]c2c(s1)C(c1ccco1)C1C3CCC(C3)C1S2 (centres undefined)
→ 0.6%, -5%
COCCN(C(=O)c1cccc(OC)c1)c1nnc(-c2ccncc2)s1
→ 3.9%, 3%
N#Cc1cn(CC(=O)N2CCCc3ccccc32)c2ccccc12
→ 2.6%, ·
CCOC(=O)c1c(N2C(=O)CC(Sc3nc4ccccc4s3)C2=O)sc2c1CCCC2 (centres undefined)
→ 7.2%, 0%
CSc1nc(N)nc(SCCS(=O)(=O)c2ccc(Cl)cc2)c1C#N
→ -2.4%, 2%
CC(C)(C)c1ccc(C(=O)Nc2ccc(NC(=O)COc3ccccc3Cl)cc2)cc1
→ 0.1%, 2%
CC(C)Oc1ccc(/C=C(/NC(=O)c2ccccc2)C(=O)NCCCO)cc1
→ 3.7%, -3%
CCOC(=O)Cc1cc(=O)c2c(=O)n(-c3ccccc3)[nH]c2[nH]1
→ 3.0%, 1%
CC1CC(Nc2ccccc2)c2ccccc2N1C(=O)c1ccc(NS(C)(=O)=O)cc1 (centres undefined)
→ -1.6%, 5%
Cc1sc(NC(=O)CN2CCOCC2)nc1-c1ccc2c(c1)CCN2S(=O)(=O)c1ccccc1
→ -9.1%, ·
COc1cccc(CN(C)C(=O)c2ccc3nccnc3c2)c1
→ 6.8%, ·
CC(C)N1CCc2c(sc3[nH]c(=S)n(-c4ccccc4)c(=O)c23)C1
→ -3.6%, -1%
Cc1ccc(S(=O)(=O)CC(c2ccccc2)N2CCOCC2)cc1 (centres undefined)
→ -1.9%, -15%
N#Cc1c(-c2c3ccccc3cc3ccccc23)[nH]c(=S)[nH]c1=O
→ 0.0%, 3%
O=C(Nc1ccc(Cl)c(Cl)c1)c1ccncc1
→ ·, 2%
O=c1c2c([nH]c3ccccc13)CCCC2
→ 1.8%, ·
Cc1ccc(NC(=O)CSc2nc(C)cc(C)n2)cc1
→ -2.3%, 0%
O=C(CC1(O)C(=O)N(Cc2ccccc2)c2ccccc21)c1ccncc1 (centres undefined)
→ 3.3%, -12%
CCOc1ccc(-c2cnc(=S)[nH]c2N)cc1
→ 1.9%, 2%
O=C(Nc1ncc(Cc2cc(Cl)ccc2Cl)s1)c1ccccc1Br
→ -1.9%, 2%
CCN(Cc1ccncc1)C(=O)C1CCN(S(=O)(=O)c2cccs2)CC1
→ -2.4%, ·
COC(=O)c1c(NC(=O)C(F)(F)F)sc(/C(C)=C/C#N)c1C
→ 1.0%, 1%
CCCCOC(=O)C1CCCC(C)N1 (centres undefined)
→ 1.5%, ·
Cc1cccc(C)c1NC(=O)CSCC(=O)O
→ 5.9%, 0%
O=C(Nc1cc(C(F)(F)F)ccc1N1CCOCC1)c1cccnc1
→ 4.2%, -9%
O=C(CCC1CCCCC1)NCCc1ccccc1
→ -6.6%, 2%
CC(C)(C)OC(=O)Cn1c(=O)cnc2ccccc21
→ -2.5%, ·
CCOc1cc(/C=N/n2cnnc2)ccc1OCC(=O)Nc1ccccc1OC
→ -13%, -8%
CCc1ccc(NC(=O)CSc2nc3ccccc3c(=O)n2CCN2CCOCC2)cc1
→ 7.2%, 2%
Cc1cccc(NS(=O)(=O)c2cc(OCC(N)=O)c(C)cc2Cl)c1
→ 0.0%, ·
CCOc1ccccc1NC(=O)c1cccnc1
→ 3.6%, ·
CCOc1ccc(/C=C(\NC(C)=O)C(=O)O)cc1
→ 2.9%, 4%
CC1(C)CC(=O)NC=C(c2ccccc2)C1
→ 3.0%, 2%
O=S(N1CCCCCC1)C12CC3CC(CC(C3)C1)C2 (centres undefined)
→ 5.6%, -6%
CC(C)Nc1nc(NC(C)C)nc(OCCOC(=O)Nc2ccccc2)n1
→ 2.3%, ·
O=C(NCc1ccco1)c1ccc2c(c1)C(=O)c1ccccc1-2
→ 8.4%, 1%
CCOc1ccc2cc(C#N)c(SCC(=O)OC)nc2c1
→ -1.9%, -5%
CCOC(=O)COc1ccc(/C=C2\C(=O)NC(=O)N(c3cc(C)cc(C)c3)C2=O)cc1Br
→ 5.2%, 2%
CCc1ccc2oc(-c3cc(N)ccc3O)nc2c1
→ 1.5%, -17%
COc1ccc(CCN2CC(C(=O)O)CC2=O)cc1OC (centres undefined)
→ -3.7%, ·

Entries shown so far that have a COOH group:
Each structure is followed by: Hsp70 displacement, MKP-3 inhibition
CN1C(=O)C(=Cc2ccc(OCc3cccc(C(=O)O)c3)cc2)C(=O)N(C)C1=O
→ -1.7%, -1%
Cc1cccc(C)c1NC(=O)CSCC(=O)O
→ 5.9%, 0%
CCOc1ccc(/C=C(\NC(C)=O)C(=O)O)cc1
→ 2.9%, 4%
COc1ccc(CCN2CC(C(=O)O)CC2=O)cc1OC (centres undefined)
→ -3.7%, ·
